ARFGAP1 inhibitor: inhibitors of rat ARFGAP1 GAP activity, primary screen, biochemical, fluorescence polarization, GDP tracer. ADP-ribosylation factor GTPase-activating protein 1 (Rattus norvegicus), Q62848. Arfgap1-stimulated ARF1 GTP hydrolysis, GDP FP detection. inhibition, % at 16.5 µM. actives 0.26% (n = 360,000);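 active means inhibition above a per-plate limit, mean inhibition of low control wells plus 3 SD, cut at about 25% in these data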;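 further: 0% = DMSO wells with enzyme and 100% = wells lacking Arfgap1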
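Material – truncated rat Arfgap1 GAP domain · Buffer or medium – HEPES-based buffer, pH 7.5 · Reagent – human ARF1(Δ1-17)-GTP substrate · Dosing – 16.5 µM single point, 1.26% DMSO · Schedule – GTP hydrolysis reaction 2 h at 25 °C · Technique – GDP detection by fluorescence polarization · Benchmarks – No-Arfgap1 wells (100%) versus DMSO full-reaction wells (0%) · Repeats – single replicate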
DDE Tn7 FP inh: inhibitors of Tn7 peptide binding to fibrin DD(E), primary screen, biochemical, fluorescence polarization, human fibrin, Tn7 probe; inhibition, % at 8.3 µM; Fibrinogen beta chain (Homo sapiens), P02675; actives 0.13% (n = 370,000); FP displacement of FITC-Tn7 peptide from fibrin DD(E); 0% = median of compound wells per plate; AID 720508, 2013;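 active means inhibition above the mean of compounds falling within the control limits plus 3 SD of them, cut at about 14% in these data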;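 further: 0% = plate median of compound wells and 100% = 10 µM Aha-Tn7 peptide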
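Assay system: Human fibrin DD(E) protein | Medium: Tris buffer with calcium and detergent, pH 7.8 | Reagent: 0.1 µM fluorescent Tn7 | Compound dosing: Single point at 8.3 µM | Times: 10 min preincubation, 3 h with tracer, room temperature | Detection: Fluorescence polarization of the labelled Tn7 tracer | Controls: Aha-Tn7 high control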
ADAM10 inh: human ADAM10 inhibitors, primary screen, biochemical, QFRET, HTS. Disintegrin and metalloproteinase domain-containing protein 10 (Homo sapiens), O14672. actives 0.62% (n = 370,000). recombinant ADAM10, EDANS/DABCYL FRET peptide cleavage, 3 h. inhibition, % at 7 µM;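 active means inhibition above a per-campaign cutoff equal to the mean of compounds falling between control-based bounds plus 3 SD, cut at about 20% in these data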;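 further: 0% = DMSO wells while the 100% control is not disclosed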
ASAP1 inh: inhibitors of human ASAP1 ArfGAP activity, primary screen, biochemical, fluorescence polarization; actives 0.19% (n = 360,000); AID 624377, 2012; Arf-GAP with SH3 domain, ANK repeat and PH domain-containing protein 1 (Homo sapiens), …; inhibition, % at 16.5 µM; ASAP1-stimulated ARF1 GTP hydrolysis, GDP FP detection; in the data active means inhibition above about 25%;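 further: 0% = vehicle with enzyme and substrate and 100% = no enzyme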
PLC-beta3 inh: human PLC-beta3 inhibitors, primary screen, biochemical, fluorescence | Purified PLC-beta3, fluorogenic substrate | actives 0.18% (n = 370,000) | inhibition, % at 12.2 µM | 1-phosphatidylinositol 4,5-bisphosphate phosphodiesterase beta-3 (Homo sapiens), Q01970; in the data active means inhibition above about 11%;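 further: 0% = median of compound wells on plate and 100% = full blocker control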
ADAM17 inh: ADAM17 inhibitors, primary screen, biochemical, QFRET. Disintegrin and metalloproteinase domain-containing protein 17 (Homo sapiens), P78536. recombinant ADAM17, EDANS/DABCYL FRET peptide cleavage. inhibition, % at 6.95 µM. actives 0.83% (n = 370,000);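 active means inhibition above the mean of compounds lying between control limits plus 3 SD, set per campaign, cut at about 8.5% in these data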;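 further: 0% = DMSO-only wells as the low control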
Target sequence (P78536 215-824 limits assumed): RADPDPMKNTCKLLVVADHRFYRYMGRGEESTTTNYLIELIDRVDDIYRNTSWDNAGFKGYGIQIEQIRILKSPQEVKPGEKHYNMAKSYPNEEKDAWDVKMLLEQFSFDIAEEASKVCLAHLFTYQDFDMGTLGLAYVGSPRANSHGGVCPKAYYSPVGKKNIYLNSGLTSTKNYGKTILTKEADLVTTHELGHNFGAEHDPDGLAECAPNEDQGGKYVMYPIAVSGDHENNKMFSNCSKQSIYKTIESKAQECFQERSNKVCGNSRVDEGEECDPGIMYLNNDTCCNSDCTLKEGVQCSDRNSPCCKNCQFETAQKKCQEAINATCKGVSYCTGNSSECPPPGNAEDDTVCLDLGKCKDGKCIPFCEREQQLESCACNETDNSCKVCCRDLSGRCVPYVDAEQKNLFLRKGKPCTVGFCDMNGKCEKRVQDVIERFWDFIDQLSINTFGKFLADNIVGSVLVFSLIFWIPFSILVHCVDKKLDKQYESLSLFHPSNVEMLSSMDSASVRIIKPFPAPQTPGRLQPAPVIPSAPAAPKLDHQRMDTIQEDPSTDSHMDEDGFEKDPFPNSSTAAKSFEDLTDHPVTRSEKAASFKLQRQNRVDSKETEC
TDP2 inh: human TDP2 enzyme inhibitors, primary screen, biochemical, epi absorbance, recombinant enzyme. Tyrosyl-DNA phosphodiesterase 2 (Homo sapiens), O95551. T5PNP hydrolysis, p-nitrophenol absorbance 415 nm. inhibition, % at 12.8 µM. actives 0.34% (n = 370,000). AID 720702, 2013;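 active means inhibition above the mean of all tested compounds plus 3 SD, set per campaign, cut at about 25% in these data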;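 further: 0% = DMSO with enzyme and 100% = buffer with substrate but no TDP2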
Target sequence (O95551 whole entry, looked up): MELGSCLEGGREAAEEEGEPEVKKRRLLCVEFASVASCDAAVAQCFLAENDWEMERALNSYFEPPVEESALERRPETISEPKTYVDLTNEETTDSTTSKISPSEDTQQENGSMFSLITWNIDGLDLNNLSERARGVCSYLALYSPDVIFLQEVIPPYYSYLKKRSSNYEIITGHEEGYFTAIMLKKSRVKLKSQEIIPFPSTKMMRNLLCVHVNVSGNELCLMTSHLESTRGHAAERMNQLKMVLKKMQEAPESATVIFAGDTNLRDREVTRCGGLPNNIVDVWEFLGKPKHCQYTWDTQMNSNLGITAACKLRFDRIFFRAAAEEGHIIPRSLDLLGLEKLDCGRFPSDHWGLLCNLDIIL
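Assay system: Recombinant human TDP2 | Quantity: 120 nM TDP2 per well | Incubation: 2 h at 37 °C | Signal: Epi absorbance | Evaluation: Percent inhibition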
Tn6 DDE FP: inhibitors of Tn6 peptide binding to fibrin DD(E), primary screen, biochemical, fluorescence polarization, human fibrin, Tn6 probe; Fibrinogen beta chain (Homo sapiens), P02675; Fibrin DD(E) TRITC-Tn6 fluorescence polarization displacement; inhibition, % at 8.3 µM; actives 0.21% (n = 370,000); AID 720509, 2013;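 active means inhibition above a per-campaign cutoff: mean of compounds within control limits plus 3 SD, cut at about 15% in these data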;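 further: 0% = median of all compound wells on the plate and 100% = blocking peptide control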
PLC-gamma1 inh: PLC-gamma1 enzyme inhibitors, primary screen, biochemical, fluorescence, purified enzyme. fluorogenic substrate. inhibition, % at 12.2 µM. 1-phosphatidylinositol 4,5-bisphosphate phosphodiesterase gamma-1 (Homo sapiens), P19174. actives 0.84% (n = 370,000); in the data active means inhibition above about 9.5%
SIAE inh: human SIAE inhibitors, primary screen, biochemical, fluorescence polarization, FP-Rh probe, 1536-well HTS. AID 1053197, 2014. actives 0.69% (n = 370,000). SIAE FP-Rh probe binding. Sialate O-acetylesterase (Homo sapiens), Q9HAT2. inhibition, % at 9.66 µM;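 active means inhibition above a cutoff: mean of compounds within the control limits plus 3 SD of those, cut at about 17% in these data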;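 further: 0% = plate median of compound wells and 100% = probe without SIAE protein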
The depositor's hits bear a star; i = inactive; nt = no result given.

SMILES	ARFGAP1 inhibitor	DDE Tn7 FP inh	ADAM10 inh	ASAP1 inh	PLC-beta3 inh	ADAM17 inh	TDP2 inh	Tn6 DDE FP	PLC-gamma1 inh	SIAE inh
O=C(CCNS(=O)(=O)c1ccccc1F)OCc1ccccc1Cl	-6	-8	1	14	5	3	-5	1	7	1
Cc1cccc(C)c1NC(=O)c1cc(-c2ccccn2)nc2ccccc12	5	-2	-5	-5	-6	-3	-2	4	-3	-5
CSCC[C@H](NC(=O)C1=NN(c2c(F)c(F)cc(F)c2F)C(=O)CC1)c1nc2ccccc2[nH]1	-5	4	3	3	-11	-3	5	3	0	8
CCN(C(=O)COC(=O)c1cccnc1SC)C1CCS(=O)(=O)C1 (stereo not drawn)	13	2	7	3	4	0	4	2	2	-5
COc1cc(/C=N/NC(=O)COc2cccc(F)c2)ccc1OS(=O)(=O)c1ccc(C)cc1	-6	-1	25*	1	5	13*	0	-2	3	-31
O=C(O)c1ccc(CNC(=O)c2ccc(S(=O)(=O)N3CCCCC3)cc2)cc1	4	2	3	0	-4	-6	3	-5	1	4
O=C(NCCN1CCN(c2ccccc2F)CC1)C1CC(=O)N(C2CCCC2)C1 (stereo not drawn)	-2	5	-13	3	-1	-6	-6	-1	-1	5
COCCNc1nnc(SCC(=O)Nc2cc(C)on2)s1	-10	2	0	-2	-5	-3	9	-3	4	6
O=C1NCCCC1C(=O)N/N=C/c1ccc([N+](=O)[O-])cc1 (stereo not drawn)	-6	8	5	-5	-8	-4	4	-4	2	-2
O=C(N/N=C/C=C/c1ccccc1)c1cccnc1	9	4	-6	6	-9	-2	7	-3	1	-2
COc1cccc(C2CC(c3ccc(C)cc3)n3nc(N)nc3N2)c1 (stereo not drawn)	-6	0	-76	0	-24	-16	8	2	-22	-2
COc1ncccc1-c1nnn(-c2ccccc2)n1	4	-3	2	-4	1	2	-4	7	-1	7
COCCn1c(C)cc(C(=O)CSc2ncnc3sc4c(c23)CCC4)c1C	-3	-1	7	-9	4	1	-16	0	5	-2
CC(C)n1cc(CN2CCC(Oc3ccc(C(=O)N4CCCC4)cc3)CC2)cn1	11	-1	-3	-12	-3	-2	13	-3	-3	5
Cc1ccc(-c2cc(C(=O)N3N=C(C(F)F)CC3(O)C(F)F)c3ccccc3n2)cc1C (stereo not drawn)	5	-6	-179	13	-297	-62	-10	-9	-214	-56
CC1=NN(c2ccccc2)C(=O)C1/C=C1\NC(=S)NC1=O (stereo not drawn)	-5	-3	-4	-9	-15	-1	0	0	-5	6
COc1ccc(-c2coc3c(CN4CCCCC4C)c(O)ccc3c2=O)cc1 (stereo not drawn)	9	5	i	-9	i	-472	17	15	i	10
COc1ccc(-c2ccc(CN3C(C)C(=O)N(Cc4cn(CCC5OCCCO5)nn4)CCS3(=O)=O)cc2)cc1 (stereo not drawn)	17	4	1	0	-3	0	-4	3	0	-7
Nc1c(Cl)cc(-c2csc(N3CCCC3c3nc4cc(Cl)c(N5CCCCC5)cc4n3CCOCCO)n2)cc1Cl (stereo not drawn)	10	-2	15	9	-8	4	-5	-4	-6	8
CC(C)[C@@H]1Cc2[nH][nH]c(=O)c2[C@H](C(C)C)O1	4	8	-6	10	1	-5	6	4	0	3
Cc1c(NS(=O)(=O)c2cc(NC(=O)CCN3CCCC(C)C3)ccc2Cl)c(=O)n(-c2ccccc2)n1C (stereo not drawn)	2	0	-5	-1	-1	-3	-6	-1	-1	-2
COc1ccc([C@H]2CC(=O)C=C(/C=C/c3ccccc3)C2)cc1OC	3	-6	13	13	16*	13*	-19	-9	11*	-15
COc1ccc(S(=O)(=O)NCCc2ccco2)cc1OC	2	4	3	-4	-2	-3	4	-4	1	0
O=C(N/N=C/c1ccnc2ccccc12)c1ccccc1O	8	-10	16	4	-6	8	-26	-10	0	-1
COc1cccc([C@@H]2CC=C(C(=O)O)[C@H](c3ccc(Cl)cc3)N2S(=O)(=O)c2ccc(C)cc2)c1	-5	7	7	-7	2	0	5	7	-3	-9
COc1cc(NC(=O)CSc2nnc3c(C)cc4cc(C)cc(C)c4n23)c(C(=O)O)cc1OC	3	-6	-2	-6	2	-2	-12	-7	-1	0
COc1ccccc1C(=O)N1CCC(C(=O)c2ccc(F)cc2)CC1	-16	7	-6	3	3	0	-2	5	-3	1
CC(NS(C)(=O)=O)C(c1cccs1)N1CCN(c2ccccc2F)CC1 (stereo not drawn)	7	2	6	0	4	-2	3	4	1	0
CCCc1nc(NC(=O)c2ccccc2)nc(NC(=O)c2ccccc2)n1	-2	-4	3	4	-4	0	9	6	3	-1
CCOC(=O)C1CCN(CC(=O)Nc2cc(C)nn2-c2nc3ccccc3s2)CC1	14	-2	12	-7	4	5	-12	0	6	-2

Single values from above:
`CCCc1nc(NC(=O)c2ccccc2)nc(NC(=O)c2ccccc2)n1` in ADAM10 inh reads 3
`CC1=NN(c2ccccc2)C(=O)C1/C=C1\NC(=S)NC1=O` (stereo not drawn) in PLC-beta3 inh reads -15

(cont.)
SMILES	ARFGAP1 inhibitor	DDE Tn7 FP inh	ADAM10 inh	ASAP1 inh	PLC-beta3 inh	ADAM17 inh	TDP2 inh	Tn6 DDE FP	PLC-gamma1 inh	SIAE inh
NC(=O)c1nsc(C(=O)N(c2ccccc2)C(C(=O)NCc2ccc(F)cc2)c2ccc(O)cc2)c1N (stereo not drawn)	-5	-3	-284	1	-246	-134	-18	0	-148	7
COc1cccc(-c2cc(C(=O)Nc3ccc([N+](=O)[O-])cn3)c3ccccc3n2)c1	0	0	11	1	6	8	-17	10	9	-8
CCN(CC)CCCNc1nc(C)cc(COC)c1C#N	3	0	-320	5	-39	-110	10	0	-23	3
C[C@@H]1CN([C@H](C)CO)C(=O)CCCn2cc(nn2)CO[C@H]1CN(C)S(=O)(=O)c1ccc2c(c1)OCCCO2	-3	-1	-7	7	2	-5	6	5	1	3
Cc1ccc(NC(=O)C2CCCN(c3ncccn3)C2)cc1C (stereo not drawn)	4	-1	-1	-6	-6	-3	-8	8	-1	-3
Cc1ccccc1-c1nc(CN2CCC(C(=O)NCCCN3CCCC(C)C3)CC2)c(C)o1 (stereo not drawn)	-4	9	2	6	-4	-3	16	2	4	6
Cc1occc1-c1nnc(SCC(=O)Nc2ccccn2)n1-c1ccccc1	nt	2	1	nt	1	2	8	5	3	-2
COc1ccc(C2CC(c3ccccc3)Nc3nc(NS(C)(=O)=O)nn32)cc1 (stereo not drawn)	6	3	-20	8	-18	-6	-16	-1	-5	-2
COC(=O)[C@H](NC(=O)c1cc([C@@H](NC(=O)OC(C)(C)C)C(C)C)sc1N)C(C)C	-4	5	-438	5	-81	-124	-7	-8	-71	8
Cc1ccc(N(C)S(=O)(=O)c2cccc(C(=O)NCC(c3ccco3)N3CCCC3)c2)cc1 (stereo not drawn)	17	-8	0	-2	0	-2	-1	-1	-3	-5
Fc1ccc(NC(=S)N2CCCC2)cc1Cl	7	5	-1	-7	3	-1	5	-4	5	7
Cc1cc(C(=O)CN2C(=O)c3ccccc3S2(=O)=O)c(C)n1-c1ccccc1	1	-3	-8	4	-8	-5	-1	5	-4	3
COc1ccc(NC(=O)[C@@H]2CCCN2S(=O)(=O)c2ccc(Cl)cc2)cc1	3	-3	-13	5	0	-3	-4	-7	7	-5
Cn1cccc1CC(=O)N/N=C\c1cccs1	-3	1	8	0	-7	-2	-7	4	-4	-3
CC(=O)Nc1nc(C)c(-c2nc3ccc([N+](=O)[O-])cc3[nH]2)s1	5	-6	3	-2	-14	3	-13	-5	-1	-6

Grouped by structure: the compounds so far containing a Cl atom.
SMILES	ARFGAP1 inhibitor	DDE Tn7 FP inh	ADAM10 inh	ASAP1 inh	PLC-beta3 inh	ADAM17 inh	TDP2 inh	Tn6 DDE FP	PLC-gamma1 inh	SIAE inh
O=C(CCNS(=O)(=O)c1ccccc1F)OCc1ccccc1Cl	-6	-8	1	14	5	3	-5	1	7	1
Nc1c(Cl)cc(-c2csc(N3CCCC3c3nc4cc(Cl)c(N5CCCCC5)cc4n3CCOCCO)n2)cc1Cl (stereo not drawn)	10	-2	15	9	-8	4	-5	-4	-6	8
Cc1c(NS(=O)(=O)c2cc(NC(=O)CCN3CCCC(C)C3)ccc2Cl)c(=O)n(-c2ccccc2)n1C (stereo not drawn)	2	0	-5	-1	-1	-3	-6	-1	-1	-2
COc1cccc([C@@H]2CC=C(C(=O)O)[C@H](c3ccc(Cl)cc3)N2S(=O)(=O)c2ccc(C)cc2)c1	-5	7	7	-7	2	0	5	7	-3	-9
Fc1ccc(NC(=S)N2CCCC2)cc1Cl	7	5	-1	-7	3	-1	5	-4	5	7
COc1ccc(NC(=O)[C@@H]2CCCN2S(=O)(=O)c2ccc(Cl)cc2)cc1	3	-3	-13	5	0	-3	-4	-7	7	-5
